# Screens (PubChem)
# RGS7-Gao reg: RGS7-Galphao binding modulators, primary screen, biochemical, multiplexed bead flow cytometry; Guanine nucleotide-binding protein G(o) subunit alpha (Homo sapiens), P09471; actives lie on both sides; binding response (% of control), % at 10 µM; 0.35% of 220,000 active; in the data active = binding response below about 49% or above about 150%; inconclusive = no clear call, values can overlap the other calls; inactive = in between;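 also: fluorescent Galphao held in activated GDP-AlF4 state binding bead-coupled RGS7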
# Bim-Bcl-XL: inhibitors of Bim-Bcl-XL binding, primary screen, biochemical, multiplexed, bead flow cytometry, human Bcl-XL; inhibition, % at 10 µM; AID 1007, 2008; 0.04% of 190,000 active; Bim peptide-Bcl-XL binding, fluorescence; Bcl-2-like protein 1 (Homo sapiens), Q07817
# Target sequence (Q07817 whole entry, looked up): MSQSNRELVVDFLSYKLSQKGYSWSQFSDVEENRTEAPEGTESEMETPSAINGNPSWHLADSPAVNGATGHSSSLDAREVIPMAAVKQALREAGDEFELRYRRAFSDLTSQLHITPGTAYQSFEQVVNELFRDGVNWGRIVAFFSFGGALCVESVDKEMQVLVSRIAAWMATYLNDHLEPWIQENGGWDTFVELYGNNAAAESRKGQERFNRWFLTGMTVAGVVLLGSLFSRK
# Bim-Bcl-W: inhibitors of Bim binding to Bcl-W, primary screen, biochemical, multiplexed, bead-based flow cytometry; AID 952, 2007; inhibition, % at 10 µM; Bcl-2-like protein 2 (Homo sapiens), Q92843; Bim peptide-Bcl-W binding; 0.02% of 190,000 active;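 also: 0% = bound tracer without compound and 100% = peptide blocker; higher means less fluorescent Bim peptide bound to Bcl-W beads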
# Target sequence (Q92843 whole entry, looked up): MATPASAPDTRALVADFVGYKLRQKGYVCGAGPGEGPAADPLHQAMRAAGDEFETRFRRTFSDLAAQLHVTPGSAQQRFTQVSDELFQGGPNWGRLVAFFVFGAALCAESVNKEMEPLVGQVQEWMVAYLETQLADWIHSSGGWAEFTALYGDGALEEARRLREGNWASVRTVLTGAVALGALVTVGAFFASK
# Bim-Bcl-2: inhibitors of Bim-Bcl-2 binding, primary screen, biochemical, multiplexed, human Bcl-2 family; Apoptosis regulator Bcl-2 (Homo sapiens), P10415; Bead-based flow cytometry, Bim peptide-Bcl-2 binding; inhibition, % at 10 µM; 0.06% of 190,000 active; AID 950, 2007; in the data active = inhibition above about 40%; inconclusive = no clear call, values can overlap the other calls;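 also: 0% = no compound wells with probe peptide and 100% = reference peptide inhibitor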
# Target sequence (P10415 whole entry, looked up): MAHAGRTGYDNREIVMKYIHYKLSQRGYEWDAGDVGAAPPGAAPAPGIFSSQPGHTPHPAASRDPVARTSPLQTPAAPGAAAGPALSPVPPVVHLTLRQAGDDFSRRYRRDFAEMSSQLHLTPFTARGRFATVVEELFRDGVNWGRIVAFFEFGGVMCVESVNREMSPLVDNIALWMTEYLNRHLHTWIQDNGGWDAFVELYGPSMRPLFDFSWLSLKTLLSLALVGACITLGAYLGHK
# RGS4-Gao reg: modulators of RGS4 binding to Galphao, primary screen, biochemical, multiplexed bead flow cytometry | Guanine nucleotide-binding protein G(o) subunit alpha (Homo sapiens), P09471 | actives lie on both sides | binding response (% of control), % at 10 µM | 0.33% of 220,000 active; in the data active = binding response below about 49% or above about 150%; inactive = in between;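 also: fluorescent Galphao activated with aluminum fluoride binding bead-coupled RGS4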
# Mcl-1 Bim block: inhibitors of Bim peptide binding to Mcl-1, primary screen, biochemical, bead-based flow cytometry, multiplex. Bim peptide-Mcl-1 binding. 0.1% of 190,000 active. inhibition, % at 10 µM. Induced myeloid leukemia cell differentiation protein Mcl-1 (Homo sapiens), Q07820;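 also: 0% = no compound tracer wells and 100% = peptide blocker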
# Target sequence (Q07820 whole entry, looked up): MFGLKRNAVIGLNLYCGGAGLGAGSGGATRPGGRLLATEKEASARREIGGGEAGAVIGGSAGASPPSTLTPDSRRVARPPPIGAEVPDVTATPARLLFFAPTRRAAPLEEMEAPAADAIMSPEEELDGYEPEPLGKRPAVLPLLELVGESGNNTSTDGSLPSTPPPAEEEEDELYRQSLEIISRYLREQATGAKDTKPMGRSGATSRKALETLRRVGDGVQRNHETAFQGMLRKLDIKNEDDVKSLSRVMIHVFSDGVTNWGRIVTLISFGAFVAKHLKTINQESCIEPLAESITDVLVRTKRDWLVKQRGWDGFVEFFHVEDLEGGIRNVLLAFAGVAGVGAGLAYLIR
# Mcl1 Bid PPI: Mcl-1/Bid binding inhibitors, primary screen, biochemical, TR-FRET, 1536-well; inhibition, % at 21.7 µM; 0.97% of 220,000 active; TR-FRET Mcl-1/Bid-Dy647 peptide binding;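 active = compounds that cut the binding signal by more than half at the single screening dose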;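 also: His-tagged Mcl-1 with europium anti-His antibody binding Bid BH3 peptide; 0% = Mcl-1 plus peptide wells and 100% = peptide-only wells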
# Bfl-1 Bim block: inhibitors of Bim binding to Bfl-1, primary screen, biochemical, multiplexed, bead-based flow cytometry | Bcl-2-related protein A1 (Homo sapiens), Q16548 | Bim-Bfl-1 binding inhibition | inhibition, % at 10 µM | 0.12% of 190,000 active | AID 1008, 2008;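 also: 0% = wells without compound plus tracer and 100% = blocker peptide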
# RGS8-Gao: RGS8-Galphao binding modulators, primary screen, biochemical, multiplexed bead flow cytometry; response (percent of control binding), % at 10 µM; actives lie on both sides; Guanine nucleotide-binding protein G(o) subunit alpha (Homo sapiens), P09471; 0.34% of 220,000 active; in the data active = response below about 60% or above about 140%; inactive = in between;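 also: Galphao activated as the GDP aluminium fluoride complex binding bead-coupled RGS8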
# Mcl1 Noxa PPI: Mcl-1/Noxa binding inhibitors, primary screen, biochemical, TR-FRET, 1536-well; Induced myeloid leukemia cell differentiation protein Mcl-1 (Homo sapiens), Q07820; TR-FRET Mcl-1/Noxa peptide binding, 2 h; inhibition, % at 21.7 µM; 1.5% of 220,000 active; AID 1022, 2008;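 active = compounds that cut the protein-peptide binding signal by more than 50% relative to plate controls in a single-dose test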;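 also: His-tagged Mcl-1 with rhodamine Noxa BH3 peptide and terbium anti-His antibody; 0% = Mcl-1 plus Noxa peptide wells and 100% = peptide-only wells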
# Bcl-B Bim block: inhibitors of Bim-Bcl-B binding, primary screen, biochemical, multiplexed, human Bcl-2 family; Bcl-2-like protein 10 (Homo sapiens), Q9HD36; bead-based flow cytometry, Bim peptide-Bcl-B binding; inhibition, % at 10 µM; 0.073% of 190,000 active;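 also: 0% = tracer peptide without compound and 100% = reference inhibitor peptide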
# Active calls of the source: *; ? = inconclusive; . = no result given. Rule as the data show it, unless noted: active = inhibition above about 40%.
compound,RGS7-Gao reg,Bim-Bcl-XL,Bim-Bcl-W,Bim-Bcl-2,RGS4-Gao reg,Mcl-1 Bim block,Mcl1 Bid PPI,Bfl-1 Bim block,RGS8-Gao,Mcl1 Noxa PPI,Bcl-B Bim block
COc1ccc(C2C(C(=O)Nc3ccccc3OC)=C(C)Nc3nnnn32)c(OC)c1 (configuration not stated),100.1,-7.0,-1.0,-13.0,101.6,-3.0,4.6,-19.0,104.7,-0.8,-10.0
O=C(O)c1ccc(CSc2nnc(COc3ccc(Cl)cc3Cl)o2)cc1,101.8,-5.0,0.0,-8.0,99.2,-1.0,6.6,-12.0,101.3,7.6,-9.0
O=C1NCC(COCC2CC=CCC2)O1 (configuration not stated),98.6,-2.0,-2.0,-4.0,101.6,-2.0,-53.4,-4.0,101.3,-0.8,-5.0
COc1cc(C2OCC3C(c4cc(OC)c(OC)c(OC)c4)OCC23)cc(OC)c1OC (configuration not stated),?,.,.,.,98.9,.,-25.3,.,99.2,-20.1,.
CN(C)c1ccc(/C=N/NC(=O)c2cc(-c3ccc4c(c3)OCO4)n[nH]2)cc1,?,.,.,.,100.0,.,1.3,.,98.3,59.8*,.
COC(=O)c1ccc(C)c(NC(=O)CCSc2ccc(Cl)cc2)c1,103.1,-1.0,0.0,-2.0,103.2,0.0,19.3,0.0,104.4,11.2,1.0
O=C1CC2C(CC(OC(=O)c3ccc(-c4ccccc4)cc3)C2CO)O1 (configuration not stated),101.1,4.0,4.0,-5.0,100.7,1.0,8.9,-12.0,102.6,5.4,-6.0
Cc1ccc(NC(=O)CN2CCC(Cc3ccccc3)CC2)cc1S(=O)(=O)N(C)C,?,0.0,-2.0,-4.0,97.9,-2.0,4.2,-1.0,100.4,15.2,-2.0
COc1ccc(NC2=C(C(C)=O)C(c3ccc(N(C)C)cc3)C(C(C)=O)C(C)(O)C2)cc1 (configuration not stated),94.7,0.0,-2.0,7.0,95.8,1.0,-46.9,12.0,96.9,40.6,0.0
N#CC1=C(Nc2ccccc2)SC=C(c2ccccc2)N=C1N1CCOCC1,100.8,-2.0,-1.0,-1.0,100.1,-5.0,-18.0,-1.0,100.7,20.1,-1.0
O=S(=O)(N/N=C\c1cccnc1)c1ccccc1,105.4,.,.,?,100.9,.,-34.3,.,106.6,10.4,.
Cc1nn(Cc2c(Cl)cccc2Cl)c(Cl)c1/C=C/C(=O)OCC(=O)NCC(F)(F)F,86.2,-7.0,6.0,-2.0,86.7,0.0,-8.8,-4.0,89.9,-0.6,-6.0
Fc1ccc(C2=Nn3c(Cc4ccccc4)nnc3SC2)cc1,99.6,-1.0,0.0,-1.0,101.7,-1.0,-9.4,-3.0,110.7,15.3,31.0
CC(C)CCNS(=O)(=O)c1ccc(-c2ccc(S(=O)(=O)NCCC(C)C)cc2)cc1,97.2,7.0,0.0,-3.0,96.5,-1.0,-9.7,-10.0,102.1,2.6,-9.0
O=C1NC(=Nc2ccccc2)CS1,?,.,.,.,97.6,.,-24.8,.,97.6,-11.1,.
Cn1c(CNc2cccc(C(F)(F)F)c2)n[nH]c1=S,105.4,-3.0,0.0,-3.0,103.9,-5.0,-52.2,1.0,103.4,1.7,-18.0
CN(CCNC(=O)CN1C(=O)CSc2ccc(S(=O)(=O)N3CCCC3)cc21)Cc1ccccc1,103.9,-1.0,0.0,-3.0,101.9,-2.0,3.7,3.0,99.5,11.6,-1.0
CCN1CCN(c2c(Cl)cccc2NC(=O)c2ccc([N+](=O)[O-])cc2)CC1,95.5,0.0,0.0,1.0,99.3,1.0,-1.8,-3.0,99.8,21.4,-2.0
COc1ccc(C2NC(=O)NC(O)(C(F)(F)F)C2C(=O)c2ccc(F)cc2)cc1 (configuration not stated),98.0,-4.0,0.0,-8.0,98.4,-2.0,-6.3,-10.0,99.4,0.8,-9.0
c1coc(-c2ccnc3ncnn23)c1,101.3,-4.0,-2.0,-5.0,101.3,-2.0,-24.8,-8.0,101.5,-13.9,-4.0
CCOCCCn1c(SCC(=O)NC(C)C)nc2ccccc2c1=O,106.7,2.0,2.0,-8.0,102.1,1.0,-55.4,-9.0,101.9,1.9,-6.0
O=C(NCCCN1CCN(c2ccc(F)cc2)CC1)c1cccc(N2CCCC2=O)c1,89.1,-6.0,-4.0,-2.0,91.9,-1.0,-38.7,-2.0,97.6,11.1,-1.0
Cc1c(O)c2c(=O)n(-c3ccccc3)c(-c3ccccc3)cc2oc1=O,98.1,-14.0,-18.0,-8.0,97.2,-29.0,-44.6,-8.0,100.3,-2.6,-19.0
CCOc1ccc(C2C=C(c3ccc(C)cc3)Nc3ncnn32)cc1 (configuration not stated),98.3,0.0,1.0,2.0,99.4,7.0,-24.2,3.0,99.9,8.2,4.0
COc1ccc(CN(CC2CCCO2)S(=O)(=O)c2ccc(-n3cnnn3)c(OC)c2)cc1 (configuration not stated),99.4,-1.0,5.0,1.0,99.8,10.0,-13.6,-4.0,103.2,-1.0,0.0
O=C(NCc1nc2ccccc2[nH]1)C1=C[C@@H](c2ccccc2)C[C@@H](OCc2ccc(CO)cc2)O1,99.2,-1.0,-1.0,2.0,101.5,-1.0,-0.1,-3.0,100.3,-4.5,-3.0
CN(C)S(=O)(=O)c1ccc(C(=O)NCc2ccccn2)cc1,104.5,-2.0,2.0,-2.0,101.3,0.0,-31.6,-5.0,102.7,-16.8,-4.0
O=C(Cn1cc2c(n1)CCCC2)NCc1ccccn1,105.9,-1.0,-1.0,-4.0,105.7,0.0,-38.1,-3.0,115.3,37.8,-1.0
CCCCOC(=O)C1[C@H]2C(=O)N(c3ccccc3CC)C[C@]23C=C[C@H]1O3 (some centres not stated),104.5,-2.0,0.0,-1.0,97.3,-3.0,-9.6,-1.0,95.8,16.0,-8.0
CC1CC(C)CN(CCCNC(=O)C2CCN(S(=O)(=O)N3CCCCC3)CC2)C1 (configuration not stated),97.8,-3.0,-2.0,-2.0,96.3,-4.0,5.0,-4.0,99.2,2.1,-4.0
O=C(c1cc(-c2ccncc2)nc2ccccc12)N1CCN(c2ccc(N3CCOCC3)nn2)CC1,99.0,0.0,3.0,2.0,95.7,2.0,-27.9,2.0,101.2,-2.5,-2.0
CCc1ccc(-c2c(C)sc(NC(=O)C3CCC3)c2C#N)cc1,107.8,-3.0,-2.0,-8.0,109.3,0.0,-7.6,-12.0,101.2,-14.3,-8.0
Cc1c(N/C(=N/S(=O)(=O)c2ccc(F)cc2)c2ccccc2)c(=O)n(-c2ccccc2)n1C,113.9,-5.0,-1.0,-4.0,103.6,6.0,-25.7,5.0,101.3,-5.2,0.0
Cc1c(N(C)C(=O)c2ccc3c(c2)OCO3)c(=O)n(-c2ccccc2)n1C,97.6,-10.0,-2.0,15.0,98.1,0.0,-9.5,1.0,99.7,-3.4,-5.0
CCOC(=O)N1CCN(S(=O)(=O)c2ccc3c(c2)SCC(=O)N3)CC1,81.4,-4.0,-2.0,-12.0,85.4,-3.0,-35.7,-14.0,89.9,7.0,-7.0
OC1(c2ccccc2)Cc2cccc[n+]2C1c1ccccc1 (configuration not stated),?,.,.,.,90.0,.,-11.1,.,93.4,3.2,.
O=C(CSc1nnc(CCc2ccccc2)n1-c1ccc(Cl)cc1)c1ccccc1,102.3,-5.0,-1.0,-7.0,101.9,-1.0,-5.4,-6.0,100.7,14.4,-6.0
Cc1ccc(-c2csc(NC(=O)CN3C(=O)CCC3=O)n2)cc1,96.8,0.0,1.0,0.0,100.5,0.0,-19.9,-3.0,101.6,5.8,-2.0
C=CCOC(=O)C1=C[C@@H](c2ccc(Br)cc2)[C@H](CCCO)[C@@H](OCC)O1,120.1,-3.0,-2.0,-5.0,121.6,17.0,5.3,-6.0,120.9,13.8,-5.0
CCN(CC)S(=O)(=O)c1ccc(C(=O)Nc2cc(C)cc(C)c2)cc1,102.1,-2.0,0.0,-1.0,103.1,0.0,-3.0,1.0,111.7,23.2,-3.0
O=C(NCc1csc(-c2cccs2)n1)C1CCCCC1,?,.,.,.,98.9,.,-0.6,.,99.8,20.4,.
CC(C)(C)NC(=O)C(c1ccncc1)N(C(=O)Cn1nnc(-c2ccc(F)cc2)n1)c1ccccc1F (configuration not stated),96.9,-3.0,-1.0,-1.0,100.3,-1.0,5.6,5.0,98.9,11.7,3.0
CC(C)(C)c1cc(P(=O)(c2ccccc2)c2ccccc2)ccc1O,?,.,.,.,96.2,.,-5.1,.,96.6,4.4,.
COc1ccc(/C=C(\C#N)C(=O)NC2CCS(=O)(=O)C2)cc1OC (configuration not stated),99.7,-5.0,-3.0,-8.0,101.5,-5.0,3.2,-14.0,101.7,-0.7,-7.0
c1ccc(CCn2nnnc2C(c2cccnc2)N2CCOCC2)cc1 (configuration not stated),?,-3.0,0.0,2.0,103.1,-5.0,-33.3,5.0,104.6,0.8,-2.0
CN1CCN(C(=O)CCc2ncc(C(F)(F)F)cc2Cl)CC1,103.2,-2.0,-1.0,-3.0,100.3,-2.0,-11.8,-10.0,105.2,5.0,-8.0
O=C(CCC1CCCCC1)NCCN1C2=NC[C@H](Cc3ccccc3)N2C[C@H]1Cc1ccc(O)cc1,102.5,-3.0,-1.0,-1.0,104.1,-1.0,1.5,-1.0,100.3,11.0,-14.0
CC(C)Oc1ccc(C(CC(=O)O)NC(=O)CSc2ncn[nH]2)cc1 (configuration not stated),96.2,-1.0,-1.0,-2.0,100.4,0.0,-3.8,-1.0,98.6,-6.7,-1.0

# Exported as labelled records: entries from further up
> COc1ccc(/C=C(\C#N)C(=O)NC2CCS(=O)(=O)C2)cc1OC (configuration not stated)
  RGS7-Gao reg: 99.7
  Bim-Bcl-XL: -5.0
  Bim-Bcl-W: -3.0
  Bim-Bcl-2: -8.0
  RGS4-Gao reg: 101.5
  Mcl-1 Bim block: -5.0
  Mcl1 Bid PPI: 3.2
  Bfl-1 Bim block: -14.0
  RGS8-Gao: 101.7
  Mcl1 Noxa PPI: -0.7
  Bcl-B Bim block: -7.0

> CC(C)(C)c1cc(P(=O)(c2ccccc2)c2ccccc2)ccc1O
  RGS7-Gao reg: ?
  Bim-Bcl-XL: .
  Bim-Bcl-W: .
  Bim-Bcl-2: .
  RGS4-Gao reg: 96.2
  Mcl-1 Bim block: .
  Mcl1 Bid PPI: -5.1
  Bfl-1 Bim block: .
  RGS8-Gao: 96.6
  Mcl1 Noxa PPI: 4.4
  Bcl-B Bim block: .

> CCc1ccc(-c2c(C)sc(NC(=O)C3CCC3)c2C#N)cc1
  RGS7-Gao reg: 107.8
  Bim-Bcl-XL: -3.0
  Bim-Bcl-W: -2.0
  Bim-Bcl-2: -8.0
  RGS4-Gao reg: 109.3
  Mcl-1 Bim block: 0.0
  Mcl1 Bid PPI: -7.6
  Bfl-1 Bim block: -12.0
  RGS8-Gao: 101.2
  Mcl1 Noxa PPI: -14.3
  Bcl-B Bim block: -8.0
